M1 PAM: human M1 muscarinic receptor positive allosteric modulators, primary screen, CHO-K1 cells, Fluo-8 calcium fluorescence, 1536-well; activation, % at 3 µM; Muscarinic acetylcholine receptor M1 (Homo sapiens), P11229; hit rate 0.088% among 360,000; CHO-K1 hM1, ACh EC20; 0% = ACh EC20, 100% = maximal ACh; in the data active means activation above about 19%, passing the limit was not always enough
CHRM1 antagonist: human M1 muscarinic receptor antagonists, primary screen, CHO-K1 cells, Fluo-8 calcium fluorescence, 1536-well; CHO-K1 hM1, ACh EC80 antagonist; AID 588852, 2011; hit rate 1.3% among 360,000; Muscarinic acetylcholine receptor M1 (Homo sapiens), P11229; inhibition, % at 3 µM;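 active means percent inhibition above its own plate's cutoff, namely the mean of that plate's compound wells plus 3 SD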;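 further: peak over basal fluorescence ratio during 140 s after agonist addition; 0% = ACh EC80 plus DMSO and 100% = DMSO alone without agonist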
M4 ag: human M4 muscarinic receptor agonists, primary screen, CHO-K1 cells, Fluo-8 calcium fluorescence; Muscarinic acetylcholine receptor M4 (Homo sapiens), P08173; CHO-K1 hM4/Gqi5; vehicle 0%, full acetylcholine response 100%; activation, % at 3 µM; hit rate 0.14% among 360,000;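 active means activation above the run mean over all test wells plus 3 SD, cut at about 32% in these data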;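 further: peak over basal fluorescence ratio per well then scaled between controls; 0% = DMSO wells and 100% = acetylcholine at EC100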
Target sequence (P08173 whole entry, looked up): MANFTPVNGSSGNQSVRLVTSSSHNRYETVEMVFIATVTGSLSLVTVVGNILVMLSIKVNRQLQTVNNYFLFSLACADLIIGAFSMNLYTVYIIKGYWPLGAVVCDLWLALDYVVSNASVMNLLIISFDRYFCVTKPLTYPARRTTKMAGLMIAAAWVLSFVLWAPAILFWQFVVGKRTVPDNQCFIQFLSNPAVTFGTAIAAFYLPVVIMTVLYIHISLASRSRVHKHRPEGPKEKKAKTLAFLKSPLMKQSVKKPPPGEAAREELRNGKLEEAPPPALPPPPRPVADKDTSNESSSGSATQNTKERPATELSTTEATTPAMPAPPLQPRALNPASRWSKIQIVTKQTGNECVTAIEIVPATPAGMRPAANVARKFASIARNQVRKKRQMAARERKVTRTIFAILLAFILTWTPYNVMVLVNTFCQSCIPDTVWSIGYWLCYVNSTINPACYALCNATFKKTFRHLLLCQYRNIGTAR
M4 antag: human M4 muscarinic receptor antagonists, primary screen, CHO cells, Fluo-8 calcium fluorescence | CHO-hM4 cells, ACh EC80 | inhibition, % at 3 µM | hit rate 0.73% among 360,000 | AID 624125, 2012;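 active means inhibition above its plate's cutoff, the mean inhibition of sample wells plus 3 SD, cut at about 27% in these data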;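 further: 0% = acetylcholine EC80 with DMSO and 100% = DMSO without agonist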
M5 ag: human M5 muscarinic receptor agonists, primary screen, CHO-K1 cells, Fluo-8 calcium fluorescence | CHO-K1 hM5 cells; 0% DMSO wells, 100% maximal acetylcholine response | hit rate 0.19% among 360,000 | activation, % at 3 µM | Muscarinic acetylcholine receptor M5 (Homo sapiens), P08912;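 active means activation above the run's mean over test compounds plus 3 SD, cut at about 23% in these data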;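 further: signal is peak over basal fluorescence ratio across the kinetic read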
CHRM5 PAM: human M5 muscarinic receptor positive allosteric modulators, primary screen, CHO-K1 cells, Fluo-8 calcium fluorescence; Muscarinic acetylcholine receptor M5 (Homo sapiens), P08912; CHO-K1 hM5, ACh EC20 PAM; 0% = ACh EC20, 100% = ACh EC100; activation, % at 3 µM; hit rate 0.3% among 360,000;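 active means activation above the run cutoff, the mean activation of all test compounds plus 3 SD, cut at about 18% in these data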
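Assay system: CHO-K1 hM5 cells. Also added: acetylcholine at EC20 concentration, added after compound. Dosing: 3 µM, single dose. Times: compound preincubation 140 s before EC20 acetylcholine addition. Signal: Fluo-8 calcium fluorescence. Measure: % activation relative to EC20 and EC100 ACh responses. Repeats: singlicate, one well per test compound.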
TAAR1 agonist: human TAAR1 agonists, primary screen, Fluo-8 calcium fluorescence, CHO RD-HGA16 cells; vehicle wells 0%, saturating PEA agonist 100%; activation, % at 3 µM; hit rate 0.99% among 360,000; AID 624467, 2012;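 active means activation above the mean activation of all test compounds in the run plus 3 SD, cut at about 38% in these data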
Target sequence (Q96RJ0 whole entry, looked up): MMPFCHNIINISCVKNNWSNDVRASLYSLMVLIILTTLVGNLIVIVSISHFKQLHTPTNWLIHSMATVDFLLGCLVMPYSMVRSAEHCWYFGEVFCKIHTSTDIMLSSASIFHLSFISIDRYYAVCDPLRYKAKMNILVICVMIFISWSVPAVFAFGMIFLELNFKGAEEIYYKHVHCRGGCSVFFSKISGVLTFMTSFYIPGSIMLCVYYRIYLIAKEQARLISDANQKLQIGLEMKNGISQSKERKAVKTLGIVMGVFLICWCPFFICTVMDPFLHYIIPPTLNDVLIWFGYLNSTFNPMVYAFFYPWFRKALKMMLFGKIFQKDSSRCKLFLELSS
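System: CHO-derived RD-HGA16 cells with stable Gα16 and human TAAR1 / Times: 17-24 h plating, Fluo-8 75 min 37 °C, 30 min RT / Technique: calcium-sensitive Fluo-8 signal, excitation 470-495, emission 515-575 nm / Measure: % activation relative to PEA EC100 response / Benchmarks: DMSO and PEA EC100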
CHRM5 antagonist: human M5 muscarinic receptor antagonists, primary screen, CHO cells, Fluo-8 calcium fluorescence; hit rate 0.59% among 360,000; CHO-hM5 cells, ACh EC80; inhibition, % at 3 µM;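 active means inhibition above a per-plate cutoff, the mean of that plate's test compounds plus 3 SD, cut at about 27% in these data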;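 further: 0% = acetylcholine EC80 with DMSO and 100% = DMSO without agonist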
CHRM1 agonist: human M1 muscarinic receptor agonists, primary screen, Fluo-8 calcium fluorescence, CHO-K1 cells, HTS; Muscarinic acetylcholine receptor M1 (Homo sapiens), P11229; CHO-K1 hM1, agonist mode; 0% DMSO, 100% acetylcholine EC100; activation, % at 3 µM; hit rate 0.33% among 360,000;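 active means activation above the run's mean compound activation plus 3 SD, cut at about 16% in these data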;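 further: peak over basal fluorescence ratio within a 140 s kinetic read after compound addition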
The depositor's hits bear a star; / = no result given. Some of the compounds tested; rates above refer to the full screens.

SMILES	M1 PAM	CHRM1 antagonist	M4 ag	M4 antag	M5 ag	CHRM5 PAM	TAAR1 agonist	CHRM5 antagonist	CHRM1 agonist
Cc1cc(=O)oc(C)c1C(=O)Nc1cccc(F)c1	5	-3	1	-2	-1	3	3	0	-4
CCc1nccn1CCC(=O)N1CCCC(Nc2ccc(C(C)C)cc2)C1 (stereo unspecified)	-8	8	2	3	-5	-5	1	3	-7
O=C(Nc1ccc(F)c(F)c1)C1CCCN(S(=O)(=O)c2cccc3nonc23)C1 (stereo unspecified)	7	-15	2	-8	1	9	5	-3	3
COc1ccccc1NS(=O)(=O)c1cccc(C(=O)N/N=C/c2ccc(NC(C)=O)cc2)c1	5	-12	1	-3	-2	-7	1	8	-2
CCC(=O)Nc1ccc(Cl)c(NC(=O)c2ccccc2OC)c1	1	-2	1	-5	-4	-2	10	4	-5
CCN(CC)C(=O)C1CCN(Cc2cn(C)nc2-c2ccc(Oc3ccccc3)cc2)CC1	-2	5	2	3	-2	2	6	-6	-13
Cc1cnc(C(=O)NC2CC(C)(C)Cc3c2cnn3-c2ccccc2)cn1 (stereo unspecified)	3	0	1	6	-1	-5	0	18	-3
CCCn1c2c(c(O)c(C(=O)NCc3ccccc3)c1=O)CCCC2	-6	0	-1	-7	-5	-3	6	-14	-6
O=S(=O)(c1ccc2oc3ccc(S(=O)(=O)N4CCCCC4)cc3c2c1)N1CCCCC1	4	2	-1	4	1	2	1	-7	-4
O=C(Nc1nnc(Cc2ccc(Cl)cc2)s1)c1cccnc1	13	-11	1	-6	-4	-2	15	5	-4
O=C(Nc1cnn(Cc2ccc(F)cc2)c1)c1cc2nc(-c3ccco3)cc(C(F)(F)F)n2n1	-1	-5	0	2	0	-3	5	4	-5
Cn1cccc1C(=O)OCC(=O)N1c2ccccc2NC(=O)C1(C)C	8	-5	3	1	-1	-1	2	4	-3
COC(=O)C1=C(C)N(c2cccc(C)c2)C(=O)/C1=C\c1cccs1	0	-13	0	1	-1	-7	48*	-2	-3
CC(CNc1ccc([N+](=O)[O-])cc1)NC(=O)c1ccccc1Br (stereo unspecified)	10	-1	5	0	0	0	0	7	-2
CN(Cc1ccccc1)C(=O)[C@@H]1CCCN1C(=O)[C@@H]1CCCN1C(=O)c1ccc(Cl)cc1	/	/	-1	-6	0	-5	3	0	/
COCCn1c(=O)[nH]c2cc(C(=O)NC(C)C)ccc2c1=O	4	-3	0	-7	-5	24*	5	1	-3
Cc1cc(NC(=O)C2CC(c3ccc(Cl)cc3)=NO2)no1 (stereo unspecified)	3	-8	2	3	-6	3	4	11	-2
COc1ccc([C@H]2C[C@@H](O)C[C@@H](CCn3cc(-c4ccccc4)nn3)O2)cc1	/	/	4	-1	1	-2	2	1	/
CCC(Sc1nc2c(cnn2-c2ccc(Cl)cc2)c(=O)[nH]1)C(=O)OC (stereo unspecified)	2	-7	-1	40*	-1	0	-1	3	-4
CCCCn1c(SCC(=O)Nc2cc(C(F)(F)F)ccc2Cl)nnc1C(CC)N(C)C (stereo unspecified)	-1	-1	1	-15	-1	-4	4	4	-6
CC(C(=O)N1CCc2ccccc21)N1CCN(c2cccc(C(F)(F)F)c2)CC1 (stereo unspecified)	-4	-2	-1	-10	-3	-5	0	5	-8
NC(=O)CN1C(=O)C2C3CCC(C3)C2C1=O (stereo unspecified)	8	-5	-1	4	-1	-3	8	-1	1
Nn1cc(-c2ccccc2)nc1SCC(=O)N1CCN(S(=O)(=O)c2ccc3ccccc3c2)CC1	4	-11	2	12	-2	-6	8	7	-2
CC(NC(=O)CSc1nnc(-c2cc3cc(Cl)ccc3o2)n1C)c1ccccc1 (stereo unspecified)	4	2	2	-5	-2	-10	5	2	-4
O=C(CSc1nc(=O)n2ccccc2n1)OCc1ccccc1	2	8	2	-1	-3	6	4	-5	-1
CCOc1cccc(OCCOc2ccccc2[N+](=O)[O-])c1	-5	10	0	3	-10	-8	8	-8	-6
COc1ccc2nc(SCC(=O)Nc3cc(C)on3)c(C#N)cc2c1	-2	5	0	2	0	4	2	3	-4
C[C@@]12CCC3[C@@](CCC4[C@@]3(C)CCC[C@@]4(C)C(=O)NC3CCCCC3)(CC1=O)C2 (stereo partly specified)	4	-1	-1	0	2	13	0	-1	-5
O=C(NNC(=O)c1ccc(S(=O)(=O)N2CCCCC2)cc1)c1ccccc1	12	-18	3	-2	1	2	2	3	-3
Cc1cc2nc(-c3ccccc3)cc(=O)n2[nH]1	-6	11	15	3	3	-1	-1	13	-2
COc1ccc(NS(=O)(=O)c2ccc(F)c(F)c2F)cc1S(=O)(=O)N1CCOCC1	5	-5	1	-1	2	-7	0	7	-1
Cc1ccc(-c2nc3cc(C)c(Br)c(C)n3c2Cc2ccccc2)cc1	-7	1	0	-10	2	0	0	-7	-1
CC(C)C(=O)N1CCN(c2ccccc2NC(=O)c2ccc([N+](=O)[O-])o2)CC1	-1	-1	8	6	2	-2	4	2	-3
COc1ccc(NC(=O)c2nc(C)c(C3(C)CC(c4ccccc4)=NO3)s2)cc1 (stereo unspecified)	-10	11	3	7	1	-9	10	13	-5
C[C@@H]1CN([C@@H](C)CO)C(=O)CCCn2nncc2CO[C@@H]1CN(C)S(=O)(=O)c1cccc(F)c1	0	-9	1	-14	-2	0	1	-2	-10
CCOC(=O)C(C)/C(C)=N/NC(=O)CCC(=O)Nc1cc(C)ccc1C (stereo unspecified)	16	-10	1	-4	-2	-6	8	-1	-8
CC(C)c1cc(O)c(-c2ccccc2)c(=O)n1-c1ccc(Cl)cc1	6	-9	1	-7	-1	-1	2	8	-2
CCn1ncc(Br)c1C(=O)Nc1ccn(C23CC4CC(CC(C4)C2)C3)n1	-4	1	0	-8	-1	-6	5	7	-8
Cc1nc2sc(C(c3cccc(F)c3)N3CCCC(C)C3)c(O)n2n1 (stereo unspecified)	4	-23	0	3	-4	0	24	4	-5
Cn1c(SCC(=O)NC(C)(C)C)nnc1-c1ccc(C(C)(C)C)cc1	-1	9	2	17	2	2	4	7	-5
Cc1cc(C)c(S(=O)(=O)N2CCCC2=O)c(C)c1	11	-13	0	3	0	-5	2	7	-8
Cc1ccc2c(c1)C(=O)C(=O)N2Cc1ccc(F)cc1	13	-4	2	-2	21	6	4	14	-1
CC(C)(C)C(=O)Nc1ccc(-c2cn3cccnc3n2)cc1	1	-5	1	-10	-4	-3	1	6	-2
CCCCC(=O)N1C/C=C\[C@H](c2ccc(OC)cc2)N(Cc2ccc(F)cc2)C(=O)[C@@H]1C	0	7	10	-5	3	-10	7	14	2
Cc1cc(NC(=O)CCCN2C(=O)c3cccc4cccc(c34)C2=O)no1	8	-6	-1	-28	-2	15	2	4	-2

Some of these compounds in order of their number in CHRM5 antagonist, low to high:
Compound | CHRM5 antagonist
Cc1ccc(-c2nc3cc(C)c(Br)c(C)n3c2Cc2ccccc2)cc1 | -7
CC(C)(C)C(=O)Nc1ccc(-c2cn3cccnc3n2)cc1 | 6
Cn1c(SCC(=O)NC(C)(C)C)nnc1-c1ccc(C(C)(C)C)cc1 | 7

Remaining list, next part
SMILES	M1 PAM	CHRM1 antagonist	M4 ag	M4 antag	M5 ag	CHRM5 PAM	TAAR1 agonist	CHRM5 antagonist	CHRM1 agonist
CCCCN(Cc1cc2ccccc2[nH]c1=O)S(=O)(=O)c1ccc(C)cc1	-8	2	8	-7	-1	-10	0	0	0
NC(=O)N/N=C/c1ccc(-c2cccc(C(F)(F)F)c2)o1	10	-14	-2	8	-4	3	1	10	-2
CN1CCN(C(=O)c2cccc(NS(=O)(=O)c3ccc(Br)cc3)c2)CC1	-5	11	0	6	-1	0	-2	6	-6
CCOC(=O)C1=C(C)N(C)C(=O)NC1c1c(OC)ccc2ccccc12 (stereo unspecified)	5	-14	1	7	0	6	8	1	5
COc1ccc(C(=O)NCCn2cc(SCC(=O)NCc3ccco3)c3ccccc32)cc1	-6	3	1	4	2	2	5	0	-2
CN1CCN(CC(=O)Nc2ccc(Oc3ccccc3)cc2)CC1	-4	6	7	9	-6	5	2	-5	-7
CCN1C(=O)NC(c2ccc(Cl)cc2)C2=C1CCCC2=O (stereo unspecified)	5	-9	0	-6	3	0	0	7	-5
CCCn1c(=S)[nH]c2cc(C(=O)N3CCN(C(=O)OCC)CC3)ccc2c1=O	-1	4	2	-29	-1	0	0	0	-12
O=C(Nc1ccc(F)cc1)C1CCCO1 (stereo unspecified)	0	-1	0	5	-2	-4	4	6	-8
COc1ccc(NC(=O)COC(=O)CCc2nc3ccccc3c(=O)[nH]2)cc1Cl	7	0	2	1	1	2	2	5	0
COc1ccccc1N1CCN(CC(O)COc2ccc3c(C)cc(=O)oc3c2)CC1 (stereo unspecified)	-8	3	1	9	-6	-3	6	4	-8
COc1ccc(OC)c(Cc2nnc(CCC(=O)NC3CCCC3)o2)c1	4	-7	0	-6	-1	3	-1	0	-5
CC(C)C(=O)Nc1cccc(NC(=S)NC(=O)c2ccc(Cl)cc2)c1	0	8	12	8	5	-10	15	8	1
O=C(NCC(c1cccs1)N1CCOCC1)c1cc([N+](=O)[O-])cc([N+](=O)[O-])c1 (stereo unspecified)	-1	3	1	3	-1	-1	2	-3	-2
CCC(=O)c1ccc2c(c1)OCCO2	3	-10	0	-14	-1	3	-1	-6	-4
CC1CCCN(C(=O)COC(=O)/C=C/c2ccc(C(F)(F)F)cc2)C1 (stereo unspecified)	-4	6	8	2	-2	-2	3	0	-4
COc1ccc2c(c1)O[C@H]1c3ccc(O)cc3OC[C@@H]21	-11	7	-1	1	-1	3	-1	1	-5
O=C(Cc1ccc(Br)cc1)N(Cc1ccccc1)c1ccccn1	5	-12	0	-3	-10	12	1	-7	-15
COC(=O)CNc1cccc(C(F)(F)F)c1	1	4	0	5	1	0	2	7	-4
CC1CCC(C(C)C)C(OC(=O)C[n+]2cccc(C(N)=O)c2)C1 (stereo unspecified)	-7	-14	0	-11	-13	-8	1	4	-6
COc1ccc(CN2CCN(S(=O)(=O)c3ccc(C)cc3)CC2)cc1OC	11	-16	1	2	-5	-2	1	17	-2
O=C(CNCC(=O)Nc1ccc(F)c(F)c1F)Nc1ccc(F)c(F)c1F	7	-8	3	-9	-4	1	5	3	-4
Cc1nnc(NC(=O)CSc2nc(C(C)C)nc3sc(C)c(C)c23)s1	6	-4	1	-7	-2	-1	9	-2	-3
C=CCNCc1cccn1-c1sc2c(c1C#N)CCCC2	4	-1	7	7	0	0	21	-3	-5
